# Lipid storage S3: qHTS Assay for Lipid Storage Modulators in Drosophila S3 Cells; hit rate 0.64% among 320,000; Drosophila S3 cells, BODIPY lipid droplet fluorescence, 18-24 h; cells fed with added oleic acid; lipid storage change, negative = inhibition, % at the top dose, mostly 46.1 µM; hits show Potency in µM; active = well fitted inhibition curve with a large enough effect in the signal ratio, with a control signal flat, not every such curve was filed as active; inconclusive = small, poorly fitted or top-dose-only effect, or effect the other way, or a change in a side signal; the % refers to the signal ratio
#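 Drosophila S3 cells got compounds at several concentrations plus oleic acid (400 uM solution). Laser-scanning cytometry with 488 nm excitation read lipid droplets at 500-530 nm and cells at 575-640 nm. Percent activity was relative to 20 uM Triacsin C.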
# Lipid storage S3 cell count max: second read-out of Lipid storage S3, no call of its own (marks repeat the call); cell number change, %; measured here: cell count max response;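 cells counted by Cell Tracker Red CMTPX staining in the red channel; peak over a dose series mostly up to 46.1 µM; percent activity relative to internal control wells on each plate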
# The depositor's hits bear a star; i = inactive; u = inconclusive; x = not tested or not shown. % is scaled to controls: 0 for no effect and ±100 for the full control effect; potency is read from the fitted curve at half-maximal effect. Not all compounds are listed, so the mix of outcomes need not match the whole.
SMILES,Lipid storage S3,Lipid storage S3 cell count max
CC1CCCCC1NC(=O)C1CCCN1S(=O)(=O)c1cccc2nsnc12 (stereo unspecified),3%,x
CCCOP(=O)(c1ccc(N(C)C)cc1)C(Nc1ccccc1)c1ccc(N(C)C)cc1 (stereo unspecified),-23%,-6
O=S(=O)(Nc1nc(-c2ccccc2)cs1)c1cccc(C(F)(F)F)c1,i,8
O=C(O)CCSc1nc2ccccc2n1Cc1ccccc1,0%,3
COc1ccc(N2CCN(Cc3nc4scc(-c5cccs5)c4c(=O)[nH]3)CC2)cc1,u,x
Cc1ccccc1-c1nc(CS(=O)CC(=O)NC2CCCCC2)c(C)o1 (stereo unspecified),u,x
NC(=O)c1cc(-c2ccccc2)nc(N2CCCCCC2)n1,u,x
CCCCC[C@H]1CN(C2CCCCC2)C(=O)[C@@H]1CC(=O)NCc1ccccc1,16µM*,-8.1*
Cc1cccc(NC(=O)c2cccc(N3C(=O)C4C5C=CC(C6CC56)C4C3=O)c2)c1 (stereo unspecified),1.3µM*,-24*
Cc1nc(SCC(=O)Nc2ccccc2C(F)(F)F)c(C#N)c(C)c1CC(=O)c1ccc(Br)cc1,u,x
N/C(=N\c1nc2ccccc2o1)NC(=O)c1ccc(F)cc1,19%,0
CCn1nc(NS(=O)(=O)c2cccc3nonc23)c2cc3ccc(C)cc3nc21,u,x
CSC(=NC#N)N1CCN(c2c(C)cccc2C)CC1,u,x
CC(=O)Nc1ccc(SC[C@H](C)CN2CC[C@H](C(C)(C)C)CCC2=O)cc1,u,x
CN(C)C(=O)CCC(=O)N1CCCC(N2CCN(c3cccc(C(F)(F)F)c3)CC2)C1 (stereo unspecified),u,x
O=C(c1ncc[nH]1)c1ccco1,u,x
O=S(=O)(c1cccc2cccnc12)N1CCN(Cc2ccccc2)CC1,u,x
O=C(c1cccc(C(F)(F)F)c1)C1CCCN(C(=O)c2cc(C3CC3)[nH]n2)C1 (stereo unspecified),u,x
Cc1ccc(-n2c(CSc3nc(C)cc(C)n3)nnc2SCC(=O)NCc2ccco2)cc1,u,x
COc1cc(C(=O)O)ccc1O,u,x
Cc1c(CCC(=O)N[C@@H](CC(C)C)C(=O)O)c(=O)oc2c(C)c3oc4c(c3cc12)CCCC4,u,x
CC(C)CNS(=O)(=O)c1ccc(CCC(=O)O)cc1,-9%,2
O=C1CN(C(=O)COC(=O)CNC(=O)c2ccc(Cl)cc2)c2ccccc2N1,u,x
CCOCCn1c(N2CCN(c3ccccc3)CC2)nc2c1c(=O)n(C)c(=O)n2C,u,x
Cc1ccc(/C=N/NC(=O)c2nnn(-c3nonc3N)c2CN(C)C2CCCCC2)cc1,u,x

# Five compounds from above, sorted by their value in Lipid storage S3, ascending:
SMILES,Lipid storage S3,Lipid storage S3 cell count max
CCCOP(=O)(c1ccc(N(C)C)cc1)C(Nc1ccccc1)c1ccc(N(C)C)cc1 (stereo unspecified),-23%,-6
CC(C)CNS(=O)(=O)c1ccc(CCC(=O)O)cc1,-9%,2
O=C(O)CCSc1nc2ccccc2n1Cc1ccccc1,0%,3
CC1CCCCC1NC(=O)C1CCCN1S(=O)(=O)c1cccc2nsnc12 (stereo unspecified),3%,x
N/C(=N\c1nc2ccccc2o1)NC(=O)c1ccc(F)cc1,19%,0

# Taken from the entries so far for reference:
SMILES,Lipid storage S3,Lipid storage S3 cell count max
CC1CCCCC1NC(=O)C1CCCN1S(=O)(=O)c1cccc2nsnc12 (stereo unspecified),3%,x
CCCOP(=O)(c1ccc(N(C)C)cc1)C(Nc1ccccc1)c1ccc(N(C)C)cc1 (stereo unspecified),-23%,-6
O=S(=O)(Nc1nc(-c2ccccc2)cs1)c1cccc(C(F)(F)F)c1,i,8
O=C(O)CCSc1nc2ccccc2n1Cc1ccccc1,0%,3
COc1ccc(N2CCN(Cc3nc4scc(-c5cccs5)c4c(=O)[nH]3)CC2)cc1,u,x
Cc1ccccc1-c1nc(CS(=O)CC(=O)NC2CCCCC2)c(C)o1 (stereo unspecified),u,x

# Carrying on.
SMILES,Lipid storage S3,Lipid storage S3 cell count max
CCOC(=O)C1=C(C)N(C)C(=S)NC1c1cccc(Cl)c1Cl (stereo unspecified),-15%,3
O=C(Cc1ccc(S(=O)(=O)N2CCOCC2)s1)N1CCN(c2ccc(C(F)(F)F)cc2[N+](=O)[O-])CC1,7%,-15
COCCNC(=S)N/N=C(\C)c1cccc([N+](=O)[O-])c1,u,x
Cc1cc2nc(C)n(CCCNC(=O)Nc3ccc(F)cc3)c2cc1C,u,x
COc1ccc(NC2CCCN(C(=O)c3ccc(OC)cc3OC)C2)cc1 (stereo unspecified),u,x
Cn1cc(Br)c(C(=O)NNC(=O)c2ccccc2)n1,u,x
CC1CN=C(NC(=O)c2cccc([N+](=O)[O-])c2)S1 (stereo unspecified),17%,10
O=[N+]([O-])c1ccc(Nc2c3ccccc3nc3ccccc23)cc1,u,x
CCCCn1c(=O)[nH]c2ccccc21,8%,8
COc1cccc2cc(C(=O)Nc3cccc(C)n3)c(=O)oc12,u,x
Cc1cc2c(cc(C(=O)OC(C(=O)NCC3CCCO3)C(C)C)n2C)o1 (stereo unspecified),u,x
CCOC(=O)c1cc(C)sc1NC(=O)CCC(=O)O,u,x
COc1ccccc1OCCNC(=O)c1cc(F)c(F)cc1Cl,u,x
Cc1ccc(S(=O)(=O)N2CCN(C(=O)c3ccccc3OCc3c(C)noc3C)CC2)cc1,u,x
O=C(Nc1nc2c(s1)CCCC2)C1COc2ccccc2O1 (stereo unspecified),13%,6
CCc1ccccc1NC(=O)c1cc(S(=O)(=O)N2CCCC2)c[nH]1,i,x
COc1ccc(NC(=O)C2CCN(S(=O)(=O)c3ccc4[nH]c(=O)oc4c3)CC2)c(OC)c1,1%,-17
O=C(Cn1c(=S)[nH]c2ncccc2c1=O)NCCc1ccccc1,-29%,-21
CCc1cc(C(=O)N(C)CC(=O)N(CC(C)C)c2c(N)n(CC(C)C)c(=O)[nH]c2=O)sc1C,u,x
CCN(CC)C(=O)C1CCCN(Cc2ccc3ccccc3c2)C1 (stereo unspecified),i,x
CC1CCCN(C(=O)c2ccc(CNc3c(N4CCCCC4)c(=O)c3=O)cc2)C1 (stereo unspecified),u,x
O=S(=O)(Nc1nc2ccccc2nc1Cl)c1ccccc1C(F)(F)F,u,x
CCCn1c(=O)c2ccccc2n2c(SCc3nnc(-c4ccccc4Br)o3)nnc12,u,x
CC(C)(C)N1CC23C=CC(C[C@@H]2C1=O)O3 (stereo partly specified),i,-21
COc1ccc(-n2cnnc2SCC(=O)Nc2cccc(S(N)(=O)=O)c2)cc1,37%,14
# Carrying on:
SMILES,Lipid storage S3,Lipid storage S3 cell count max
Cc1c(Cl)c([N+](=O)[O-])nn1CC(=O)NCC(C)C,-14%,-1
Cc1sc2nc(SCC(N)=O)n(-c3ccccc3)c(=O)c2c1C,2%,-17
COC(=O)c1ccccc1NC(=O)Nc1ccc(Cl)cn1,u,x
COc1ccc(S(=O)(=O)N2CCOCC2)cc1NC(=O)Cc1ccc(Cl)c(Cl)c1,u,x
COc1ccc(C)cc1S(=O)(=O)N(CC(=O)N1CCCC1)c1ccccc1,i,14
O=C(N[C@H]1CCC(=O)N(CCSc2ccc(Br)cc2)CC1)OCc1ccccc1,u,x
O=C(NC1CSC/C1=N\O)c1ccccc1 (stereo unspecified),4%,1
CCOC(=O)c1c(-c2cccs2)csc1NC(=O)CSc1ncn[nH]1,u,x
CN(Cc1ccccc1O)CC1CCCN(CCc2ccc(Cl)cc2)C1 (stereo unspecified),-9%,-4
Cc1ccc(-c2ccc(CCC(=O)O)n2NC(N)=S)cc1,7%,1
Cc1ccc(NC(=O)CCC(=O)NNS(=O)(=O)c2ccccc2)cc1C,u,x
Cc1cc(N2Cc3ccccc3C2)ccc1C=O,23%,-1
CCOC(=O)c1[nH]c2c(c1-c1ccccc1)C(=O)CC(c1ccc(OCC)cc1)C2 (stereo unspecified),u,x
CCCOc1ccc(/C(O)=C2\C(=O)C(=O)N(CCCOC)C23C(=O)N(C)c2ccccc23)cc1 (stereo unspecified),u,x
O=C(O)Cc1ccc(NS(=O)(=O)c2ccc3ccccc3c2)cc1,u,x
Cc1cccc(C)c1NC(=O)NC1(C(=O)NCCCN2CCOCC2)CCCCC1,0%,3
COc1ccc(OC)c(/C=N/n2c(COc3ccccc3)n[nH]c2=S)c1,-2%,7
CC(=O)OC(C(=O)NC1CCCCC1)c1ccc(C)cc1 (stereo unspecified),6%,2
COc1ccc(C(c2nnnn2Cc2ccccc2)N2CCN(c3nc4ccccc4s3)CC2)cc1OC (stereo unspecified),-9%,-11
CC(CC(=O)Nc1cccc(Cl)c1)c1ccccc1 (stereo unspecified),4%,2
COc1ccccc1-n1cnc2c(c1=O)c1nc3ccccc3nc1n2-c1ccc(C)cc1,u,x
Cc1cc(C(=O)OCC(=O)NCCc2ccccc2)c(C)o1,13%,0
O=C(c1cc(-c2ccc3c(c2)OCO3)on1)N1CCOCC1,i,x
Cc1nnc(Nc2ccc(Cl)cc2)n(N)c1=O,16%,1
O=S(=O)(NC1CCCCC1)c1cccc(-c2nnc(-c3ccccc3)o2)c1,13%,-8
# (more compounds)
SMILES,Lipid storage S3,Lipid storage S3 cell count max
CC1(NC(=S)Nc2ccccc2)CCS(=O)(=O)C1 (stereo unspecified),-6%,19
COC(=O)CN1C(=O)C2(C(C#N)=C(N)Oc3n[nH]c(-c4cccs4)c32)c2ccccc21 (stereo unspecified),u,x
Cc1ccc(S(=O)(=O)Nc2ccccc2-c2nc3ccccc3[nH]c2=O)cc1,u,x
Cc1cc(N2CCN(Cc3ccccc3)CC2)n2nc(C)c(-c3ccccc3)c2n1,u,x
Cc1cc(C(=O)NNC(=O)Nc2ccccc2)no1,-17%,-7
Cc1ccc(C2=NC3(CCCCCC3)NC2=S)cc1,u,x
COc1cc(C(=O)NCCOc2cccc(C)c2)c(Br)c(OC)c1OC,u,x
O=C(N/N=C/c1ccccn1)c1cc(-c2ccc(Br)cc2)nc2ccccc12,u,x
COc1ccccc1CC(=O)Nc1cccc(F)c1,-1%,4
O=C(CCN1C(=O)/C(=C/c2cccs2)SC1=S)N1CCCCC1,u,x
COc1ccc2[nH]c(C(=O)NCCCN3CCCC3=O)c(C)c2c1,u,x
CC(C)Cn1c(/C=N/Nc2nc3ccccc3[nH]2)nc2ccccc21,i,-7
Cc1ccccc1-c1n[nH]c(=S)n1C,u,x
O=C(COC(=O)/C=C/c1cccc(C(F)(F)F)c1)NC(c1ccccc1)c1ccccc1,u,x
O=C(NNC(=O)c1ccccc1Br)c1cccs1,i,8
CCOC(=O)N1CCN(C(=O)C2CCCN(S(=O)(=O)c3ccc(F)cc3)C2)CC1 (stereo unspecified),-17%,-1
O=C(NC1=NCCS1)c1ccc(Cl)c(S(=O)(=O)N2CCOCC2)c1,u,x
COc1ccc(CNC(=O)CCN2C(=O)c3ccccc3C2=O)cc1,-12%,-1
O=C(c1ccc(CS(=O)(=O)c2ccc(Br)cc2)o1)N1CCN(c2ccccn2)CC1,u,x
COc1ccc(-c2csc(NC(=O)c3ccc(N4C(=O)CCC4=O)cc3)n2)cc1OC,u,x
CN(Cc1ccccc1)C1=CC(=[N+]2CCCCC2)CC(C)(C)C1,u,x
CCOc1ccccc1N1CCN(C(=O)c2ccccc2OCc2c(C)noc2C)CC1,13%,13
Cc1ccc(C(=O)CC2SC(N)=NC2=O)cc1 (stereo unspecified),13%,6
COc1ccc(N2CCN(CCNC(=O)CCS(=O)(=O)c3cccc4nsnc34)CC2)cc1,u,x
CSc1ccc(Cc2ccc(Cl)cc2Cl)nn1,12%,0

# Brought forward from above: 3 entries; new compounds follow.
SMILES,Lipid storage S3,Lipid storage S3 cell count max
Cc1ccc(C(=O)CC2SC(N)=NC2=O)cc1 (stereo unspecified),13%,6
COc1ccc(N2CCN(CCNC(=O)CCS(=O)(=O)c3cccc4nsnc34)CC2)cc1,u,x
CSc1ccc(Cc2ccc(Cl)cc2Cl)nn1,12%,0
COc1ccccc1Cn1c(=S)[nH]c2cc(C(=O)NCC(OC)OC)ccc2c1=O,i,-11
CCC(=O)N1CCN(c2ccc(NC(=O)c3cc4ccccc4o3)cc2Cl)CC1,-10%,x
COc1ccc2nc(Nc3nc4ccc(NC(C)=O)cc4s3)sc2c1,u,x
COc1ccc(NC(=O)c2cc3c(=O)n(C)c4ccccc4c3s2)cc1OC,2%,-11
O=C1CCCN1CCC(=O)N1CCCC(N2CCN(c3ccccc3F)CC2)C1 (stereo unspecified),-26%,-8
NC(=O)c1cc(NC(=O)CCCc2nc3ccccc3s2)cc(C(N)=O)c1,-3%,12
CCCCc1nc(Cl)c(C#N)c2c1CCCC2,13%,x
CCC(c1nnnn1C1CCCCC1)N1CCN(C(=O)c2ccco2)CC1 (stereo unspecified),u,x
CCCN(CCC)CC(O)COc1ccc2c(c1)OCO2 (stereo unspecified),u,x
COc1ccc(/C=C(/C#N)C(=O)Nc2cc(C)ccc2C)cc1C(=O)O,u,x
CS(=O)(=O)N(CC(=O)N1CCOCC1)c1ccc(Cl)cc1,6%,1
CC(C)CC(NC(=O)/C(=C\c1ccco1)NC(=O)c1ccco1)C(=O)O (stereo unspecified),i,-19
CCCCC(=O)N(c1ccc(C)c(C)c1)C1C=CS(=O)(=O)C1 (stereo unspecified),-5%,1
Cn1c(=O)[nH]c(=O)c2c1nc(N1CCCCCC1)n2CCSc1nc2ccccc2[nH]1,27%,7
